HKDC1 inh – inhibitors of human hexokinase HKDC1; inhibition, % at 20 µM; recombinant HKDC1, G6PDH/diaphorase resazurin coupled fluorescence; 340,000 compounds, 0.16% hits;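 active = inhibition above about 35% when tested at 20 µM, limit read from the data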;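 also: plate controls were DMSO wells with enzyme for no effect and DMSO wells lacking enzyme for full effect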
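Assay system – recombinant HKDC1 (HK5) hexokinase enzyme, produced in-house · Input – HKDC1 at 5 µg/mL · Reagent – glucose plus 1 mM ATP as hexokinase substrates · Timing – 90 min reaction incubation at room temperature, dark · Measured by – G6PDH/diaphorase-coupled fluorescence, 1 mM NADP, 100 µM resazurin, 525/613 nm · Benchmarks – DMSO-enzyme wells negative, buffer-substituted wells positive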
mIAP inh – mouse IAP inhibition | purified mouse IAP, CDP-Star luminescence, 30 min | inhibition, % at 10 µM | 330,000 compounds, 0.2% hits;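 active = inhibition of at least 40% at 10 µM in the primary screen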;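 also: plate controls were DMSO with enzyme for no effect and no enzyme wells for full effect; values of inactives mirror those of a sister screen read the other way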
PfGluPho inh – PfG6PD (Plasmodium falciparum) enzyme inhibition; PfGluPho enzyme, NADPH resazurin-diaphorase fluorescence; 350,000 compounds, 0.78% hits; inhibition, % at 20 µM; AID 504690;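 active = inhibition reaching at least a set limit at 20 µM in the primary screen, cut at about 59% in these data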;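 also: 0% = DMSO wells with substrate and 100% = DMSO wells lacking glucose-6-phosphate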
ATG4B inhibitor – inhibitors of human ATG4B cysteine protease | AID 504462 | inhibition, % at 8.33 µM | Q9Y4P1 | 340,000 compounds, 0.51% hits | ATG4B cleavage of LC3-PLA2, NBD-HPC fluorescence, 1 h; in the data active = inhibition above about 40%
Target sequence (Q9Y4P1 whole entry, looked up): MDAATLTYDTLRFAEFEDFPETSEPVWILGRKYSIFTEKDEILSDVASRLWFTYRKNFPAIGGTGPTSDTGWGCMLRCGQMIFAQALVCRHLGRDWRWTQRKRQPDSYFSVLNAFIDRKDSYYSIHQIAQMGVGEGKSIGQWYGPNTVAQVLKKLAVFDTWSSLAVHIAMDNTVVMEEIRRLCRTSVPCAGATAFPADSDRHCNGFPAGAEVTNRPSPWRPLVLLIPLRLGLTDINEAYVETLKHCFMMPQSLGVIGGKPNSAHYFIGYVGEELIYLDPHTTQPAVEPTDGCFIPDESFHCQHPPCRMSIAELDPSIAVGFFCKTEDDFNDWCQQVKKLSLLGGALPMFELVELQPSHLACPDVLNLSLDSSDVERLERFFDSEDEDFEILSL
APOBEC3A inh – inhibitors of human APOBEC3A DNA deaminase; P31941; recombinant A3A, FAM/TAMRA ssDNA deamination fluorescence; inhibition, % at 20 µM; 330,000 compounds, 0.41% hits; AID 493011;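 active = at least 40% inhibition at 20 µM here, with at most 30% in a related deaminase screen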;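 also: plate controls were A3A with DMSO for no effect and wells lacking A3A enzyme for full effect; some results filed as inactive read as strong as hits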
Target sequence (P31941 whole entry, looked up): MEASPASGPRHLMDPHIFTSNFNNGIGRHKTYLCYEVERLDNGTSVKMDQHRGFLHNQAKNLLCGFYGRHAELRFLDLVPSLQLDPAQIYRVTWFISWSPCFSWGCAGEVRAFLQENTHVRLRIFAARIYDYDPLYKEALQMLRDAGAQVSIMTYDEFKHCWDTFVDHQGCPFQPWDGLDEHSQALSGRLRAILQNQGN
hIAP activ – human IAP activation. purified human IAP, CDP-Star luminescence, 30 min; active compounds read high; 1 = vehicle-only enzyme, 0 = enzyme-free background. activation factor at 10 µM. 330,000 compounds, 0.16% hits;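 active = activation factor of the enzyme at least 2-fold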; also: the source names both 10 and 20 µM as test concentration; values of inactives mirror those of a sister screen read the other way
hIAP inh – blocks human intestinal alkaline phosphatase; P09923; purified IAP, CDP-Star luminescence, 30 min; inhibition, % at 10 µM; 330,000 compounds, 0.12% hits; AID 2544;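 active = inhibition reaching a set limit with compound at 10 µM in the primary screen, cut at about 35% in these data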;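 also: plate controls were DMSO wells with enzyme for no effect and no-enzyme buffer wells for full effect; values of inactives mirror those of a sister screen read the other way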
mIAP act – mouse IAP activation | muIAP, CDP-Star luminescence, 30 min; active compounds read high; 1 = vehicle-only enzyme signal, 0 = enzyme-free wells | activation factor at 10 µM | 330,000 compounds, 0.24% hits | AID 2805;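 active = activation factor of at least 2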; also: the source names both 10 and 20 µM as test concentration; values of inactives mirror those of a sister screen read the other way
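System: mouse IAP enzyme. Reagent: CDP-Star chemiluminescent phosphatase substrate. Benchmarks: DMSO wells, no-enzyme wells. Times: 30 min enzyme-substrate-compound incubation at room temperature. Detection: luminescence from enzymatic CDP-Star hydrolysis. Doses: test compounds delivered from DMSO solution.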
The depositor's hits bear a star.

Start of the listing, in advance, 2 compounds:
item	Compound	mIAP act	HKDC1 inh	APOBEC3A inh	hIAP activ	ATG4B inhibitor	PfGluPho inh	hIAP inh	mIAP inh
1	CCCOc1ccc(CSC2=NCCN2)cc1[N+](=O)[O-]	1	-7	5	1	4	-1	-3	-1
2	CC(C)OC(=O)Cc1nc2sc(-c3ccccc3)cc2c(=O)[nH]1	0.96	1	-5	1.1	-8	-8	-8	4

The list itself (from the top)
item	Compound	mIAP act	HKDC1 inh	APOBEC3A inh	hIAP activ	ATG4B inhibitor	PfGluPho inh	hIAP inh	mIAP inh
1	CCCOc1ccc(CSC2=NCCN2)cc1[N+](=O)[O-]	1	-7	5	1	4	-1	-3	-1
2	CC(C)OC(=O)Cc1nc2sc(-c3ccccc3)cc2c(=O)[nH]1	0.96	1	-5	1.1	-8	-8	-8	4
3	O=c1cc(-c2ccccc2Cl)oc2c(NS(=O)(=O)c3cc(Cl)cc(Cl)c3O)ccc(O)c12	0.86	13	-1	1.4	101*	-19	-35	14
4	CCC1Sc2ccc(S(=O)(=O)Nc3ccc(OC)c(OC)c3)cc2NC1=O (stereo not given)	0.99	4	-1	0.82	-3	-5	18	1
5	CC1CN(C(=O)c2c([N+](=O)[O-])cnn2C)CC(C)O1 (stereo not given)	0.93	8	1	1.1	-4	5	-11	7
6	Cc1cccc(C(=O)Nc2ccc(Oc3cnccn3)cc2)c1	0.94	-3	-4	1	-9	28	-4	6
7	CCOC(=O)c1ccc(NC(=O)CN(Cc2ccc(Cl)cc2)S(C)(=O)=O)cc1	1.1	-2	-1	0.9	-2	5	10	-9
8	Cc1ccc(SCC(=O)OCC(=O)N2CCN(C(=O)c3ccco3)CC2)c(C)c1	1.1	-8	2	1.2	-2	-2	-22	-8
9	Nc1c(N2CCCCC2)c2ccccc2oc1=O	0.97	-2	-1	1.2	-6	12	-20	3
10	Cc1ccc(C(=O)N/N=C(\CC(C)C)c2ccccc2)cc1	1	-6	-1	0.93	1	-1	7	-2
11	CCC(=O)Nc1cc(OC)c(NC(=O)c2ccccc2)cc1OC	1.1	11	3	1.2	14	7	-17	-8
12	O=C(c1ccc(COc2ccc(Cl)cc2)o1)N1N=C(C(F)F)CC1(O)C(F)F (stereo not given)	0.95	-2	1	0.88	-5	9	12	4
13	C/C(=N/NS(=O)(=O)c1ccc(Cl)cc1)c1cccc(O)c1	0.98	-2	1	0.93	-7	-4	7	2
14	NS(=O)(=O)c1cccc(NC(=O)CC(NC(=O)c2ccccc2Cl)c2ccccc2)c1 (stereo not given)	1.2	3	3	1.2	-6	9	-17	-18
15	CSc1nc(N2CCOCC2)nc2ccc(C)cc12	1.2	1	2	1.2	-6	-4	-16	-24
16	CC(C)Nc1nc(NC(C)C)nc(Oc2ccc(=O)n(C)n2)n1	1.1	2	1	1	2	-7	0	-13
17	CCC(NS(=O)(=O)c1cccs1)c1ccc(C)cc1 (stereo not given)	1.1	-3	-2	1.1	-6	14	-8	-11
18	Cc1ccc(/C=C/C(=O)c2ccc(O)cc2)cc1	0.99	3	-5	0.98	-6	-5	2	1
19	CCOC(=O)c1cc2c(=O)[nH]ccc2nc1C(F)(F)F	1	-2	-1	0.85	-1	3	15	-3
20	CCOC(=O)C1CCN(Cc2cc(C(C)C)c(O)c(C(C)C)c2)CC1	0.94	-7	-1	0.86	-5	5	14	6
21	Cc1cc(C)nc(/N=C(\N)N2CCc3ccccc32)n1	1	-1	6	0.96	-5	49	4	-2
22	CCOC(=O)Nc1sc2c(c1C(N)=O)CCC(C)C2 (stereo not given)	0.93	-8	-2	0.99	-14	6	1	7
23	CC(C)(C)N(NC(=O)Nc1ccc(Cl)cc1)C(=O)c1ccccc1	1.6	-7	-4	1.3	-5	-4	-32	-63
24	COc1ccccc1NC(=O)CCc1nnc2ccc(N3CCC4(CC3)OCCO4)nn12	1	-3	12	0.88	0	6	12	-4
25	CCc1ccc(C=NC23CN4CN(CN(C4)C2)C3)s1	1.2	-6	-9	0.99	7	-6	1	-23
26	CN(C)c1cccc(NC(=O)c2cccc3ccccc23)c1	0.94	2	-3	0.86	4	16	14	6
27	O=S(=O)(O)CCN1CCOCC1	1.1	-1	-1	1.1	-10	4	-15	-9
28	CC1(C)NC(=O)N(CCOc2ccc3c(c2)CCC3)C1=O	0.99	-6	-2	0.95	1	0	5	1
29	CCOCC(=O)Nc1nnc(C)s1	0.95	-1	-1	1.1	9	4	-8	5
30	CCSc1ncc(Cl)c(C(=O)Nc2ccccc2C)n1	0.93	1	-6	1.1	-4	-12	-12	8

With a hit mark in ATG4B inhibitor, of those listed so far:
item	Compound	mIAP act	HKDC1 inh	APOBEC3A inh	hIAP activ	ATG4B inhibitor	PfGluPho inh	hIAP inh	mIAP inh
3	O=c1cc(-c2ccccc2Cl)oc2c(NS(=O)(=O)c3cc(Cl)cc(Cl)c3O)ccc(O)c12	0.86	13	-1	1.4	101*	-19	-35	14

The list continues:
item	Compound	mIAP act	HKDC1 inh	APOBEC3A inh	hIAP activ	ATG4B inhibitor	PfGluPho inh	hIAP inh	mIAP inh
31	COc1ccccc1NC(=O)c1ccc(NC2=NC3CS(=O)(=O)CC3S2)cc1 (stereo not given)	1	0	-2	0.88	-2	-14	12	-2
32	CCCc1nnc(NC(=O)CN2C(=O)c3ccccc3S2(=O)=O)s1	0.89	0	0	1.3	-4	16	-27	11
33	O=C(CCC(=O)N1CCSc2ccccc21)NCCc1ccccc1	1.1	-1	3	1.1	-2	-9	-12	-11
34	Cn1nc(C(=O)N2CCN(c3cccc(Cl)c3)CC2)c2c1-c1ccccc1S(=O)(=O)C2	0.94	2	-4	0.97	-2	16	3	6
35	CCOC(=O)C1CCN(C(=O)c2cc3cc4ccc(C)cc4nc3o2)CC1	0.98	1	-4	1.1	-11	8	-10	2
36	CCOc1ccc(C2c3c(oc4cc(C)c(C)cc4c3=O)C(=O)N2CCCN2CCOCC2)cc1 (stereo not given)	0.95	-26	0	0.95	1	-1	5	4
37	C=C(C)COc1ccc(-c2ncnc(C(F)(F)F)c2-c2ccc(OC)cc2)c(O)c1	0.96	2	5	1.1	13	70*	-6	4
38	O=C(CNCc1ccc(Cl)cc1)Nc1ccc(C(=O)N2CCCCCC2)cc1	0.98	-5	-4	0.93	2	19	7	2
39	CC(C)(C)C(=O)NC(=S)NNC(=O)C(c1ccccc1)c1ccccc1	0.87	-18	2	1.4	3	-31	-43	13
40	Cc1onc(-c2c(Cl)cccc2Cl)c1C(=O)NC(=S)Nc1sc2c(c1C(N)=O)CCC(C)C2 (stereo not given)	0.78	-5	-2	0.93	7	-13	7	22
41	COc1ccccc1N1CCN(C2CCN(C(=O)c3ccc(F)cc3)CC2)CC1	0.84	-4	-2	0.93	-5	-6	7	16
42	COc1cc(/C=N/NC(=S)NCc2ccco2)cc(OC)c1OC	1	-7	-3	1	5	4	0	-1
43	Cc1nc(Nc2ccc(Cl)cc2)c(C#N)c(=O)[nH]1	1	-5	-3	0.98	-6	-3	2	-1
44	CC(C)(C)C(=O)Nc1scc(-c2ccc(-c3ccccc3)cc2)c1C(=O)O	0.94	12	-1	1.2	10	-14	-20	6
45	COC(=O)C1CCN(Cc2ccc(C)cc2)CC1	0.92	-8	-3	1.2	6	-22	-17	8
46	O=C(CSc1nc(=O)n(CCN2CCOCC2)c2c1CCCC2)Nc1ccc(F)cc1F	0.96	0	-5	1.1	-1	-25	-8	4
47	CCC(=O)Nc1ccc(C(=O)NCc2ccccn2)cc1	0.93	16	-4	0.96	3	-13	4	7
48	Cc1ccc(-c2nc3c(c(=O)[nH]c(=O)n3CC(C)C)n2CC(C)C)cc1[N+](=O)[O-]	1	3	3	1.1	-5	-6	-11	0
49	COc1ccccc1CCC(=O)OCC(=O)Nc1cc(C)nn1-c1ccccc1	0.93	-2	-2	0.86	-2	2	14	7
50	CSc1cccc(NC(=S)NCCCO)c1	0.94	3	0	0.95	4	-10	5	6
51	Cc1ccc(C(=O)NCC(=O)OCC(=O)Nc2cc(C)c(C)cc2[N+](=O)[O-])cc1	0.9	-7	-3	1	1	-6	-4	10
52	Cn1c(=O)c2c(nc(Br)n2Cc2ccc3ccccc3c2)n(C)c1=O	1	-2	2	0.92	-9	2	8	-4
53	CC(C)CNS(=O)(=O)c1ccc(CCC(=O)NCc2ccco2)cc1	0.72	0	0	1	-2	8	-4	28
54	CC12CCC(C(=O)NCc3ccc4c(c3)OCO4)(C(=O)C1=O)C2(C)C (stereo not given)	0.95	-4	1	0.94	-7	10	6	5
55	CCCCNC(=O)N1CCC(CCC(=O)N(C)Cc2ccccc2)CC1	0.97	0	-2	1.2	-1	15	-16	3
56	CCN1C(=O)C(CC(=O)Nc2ccccc2)N(Cc2ccccn2)C1=S (stereo not given)	1	-4	-1	1	-1	-8	0	-1
57	CC(C)c1ccc(C(C(=O)NC2CCCCC2)N(C(=O)c2csnn2)C2CC2)cc1 (stereo not given)	0.96	0	3	1	-1	13	-2	4
58	Cc1ccc(NC(=O)c2nc[nH]c2C(=O)N2CCc3ccccc3C2)cc1	0.97	-4	-6	1.5	-4	7	-46	3

Looked up above:
Value of cpd 48 under mIAP act: 1
Value of cpd 51 under hIAP activ: 1

Full records, quoted from the list. Order of values: mIAP act, HKDC1 inh, APOBEC3A inh, hIAP activ, ATG4B inhibitor, PfGluPho inh, hIAP inh, mIAP inh
`CC(C)(C)C(=O)NC(=S)NNC(=O)C(c1ccccc1)c1ccccc1` is entered as 0.87, -18, 2, 1.4, 3, -31, -43, 13
`COc1cc(/C=N/NC(=S)NCc2ccco2)cc(OC)c1OC` is entered as 1, -7, -3, 1, 5, 4, 0, -1
`COC(=O)C1CCN(Cc2ccc(C)cc2)CC1` is entered as 0.92, -8, -3, 1.2, 6, -22, -17, 8
`CCCCNC(=O)N1CCC(CCC(=O)N(C)Cc2ccccc2)CC1` is entered as 0.97, 0, -2, 1.2, -1, 15, -16, 3

From PubChem BioAssay
